Screening results deposited in PubChem BioAssay by several laboratories.
PPARg SRC2 recr – agonists of SRC-2 recruitment by human PPARgamma. PPARgamma LBD-SRC-2 recruitment, biochemical. P37231. hit rate 0.34% among 200,000. AID 1032. activation, % at 8 µM; in the data active = activation above about 22%;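 also: 0% = vehicle and 100% = reference agonist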
Target sequence (P37231 whole entry, looked up, the tested form may be a part): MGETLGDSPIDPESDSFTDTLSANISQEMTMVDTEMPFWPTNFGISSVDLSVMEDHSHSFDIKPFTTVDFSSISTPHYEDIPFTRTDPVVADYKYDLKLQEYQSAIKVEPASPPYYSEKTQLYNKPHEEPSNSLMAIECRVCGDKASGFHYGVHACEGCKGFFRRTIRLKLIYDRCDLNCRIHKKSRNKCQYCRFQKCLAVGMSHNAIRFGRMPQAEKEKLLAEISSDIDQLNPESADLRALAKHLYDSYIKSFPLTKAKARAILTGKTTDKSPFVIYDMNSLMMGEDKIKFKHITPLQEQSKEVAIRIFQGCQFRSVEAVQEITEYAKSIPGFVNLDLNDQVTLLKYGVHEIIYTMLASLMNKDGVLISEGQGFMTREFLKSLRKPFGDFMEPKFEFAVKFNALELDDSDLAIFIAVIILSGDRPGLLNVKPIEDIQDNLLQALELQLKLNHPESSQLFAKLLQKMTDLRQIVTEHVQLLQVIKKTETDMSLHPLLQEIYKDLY
PPARg SRC1 recr – PPARgamma-driven SRC-1 recruitment agonism | P37231 | PPARgamma-SRC-1 coactivator recruitment biochemical assay | activation, % at 8 µM | hit rate 0.41% among 200,000 | AID 631; in the data active = activation above about 19%;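 also: 0% = DMSO and 100% = reference agonist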
bIAP act – intestinal alkaline phosphatase (bovine) activation. purified bovine IAP, CDP-star luminescence, 30 min; hits give high values; fold of DMSO-control signal, blank-subtracted. activation factor at 20 µM. hit rate 0.17% among 200,000. AID 1016;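 active = activation factor of 2 or more at 20 µM, a signal rise over negative controls twice the positive control's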
PPARg SRC-3 ag – promotes SRC-3 coactivator recruitment by human PPARgamma; activation, % at 8 µM; hit rate 0.26% among 200,000; P37231; AID 731; biochemical PPARgamma/SRC-3 coactivator recruitment assay; in the data active = activation above about 23%;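 also: 0% = DMSO and 100% = reference agonist; some compounds past the cut are filed as inactive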
STAT3 inh – inhibitors of IL-6 induced STAT3 signaling. U3A cells, IL-6 STAT3-luciferase reporter, luminescence; host cell line lacks STAT1. inhibition, % at 5.5 µM. hit rate 0.89% among 190,000. AID 862;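 active = inhibition above the mean inhibition across all screened compounds plus 3 SD, cut at about 44% in these data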;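 also: 0% = DMSO only wells and 100% = 100 µM nifuroxazide control wells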
STAT3 act – STAT3 signaling activation; activation (% of control), % at 5.6 µM; hit rate 0.91% among 190,000; AID 871; U3A cells, IL-6 STAT3-luciferase reporter, luminescence; 100% = signal with IL-6 EC80 alone;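 active = activation above the screen-wide mean of compound activation plus 3 SD, cut at about 130% in these data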;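 also: 0% = background luminescence of wells with medium and substrate only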
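Test system: STAT3-luciferase reporter U3A cells; Detection: reporter luminescence signal; Times: 1 h compound pre-exposure, 6 h IL-6 stimulation, 37 °C; Benchmarks: IL-6-only high control; Also added: IL-6 stimulus at 33 ng/mL final.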
ROMK mod – modulators of human ROMK potassium channel. hit rate 2% among 130,000. P48048. B-score at 10 µM. Tet-inducible ROMK, thallium flux fluorescence; actives lie on both sides. AID 1918;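 active = signal ratio slope over the read window, or its plate-corrected B-score, at least 3 SD from the plate mean, either direction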;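 also: B-score of the F/F0 ratio slope over 7 to 12 s after thallium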
Target sequence (P48048 whole entry, looked up): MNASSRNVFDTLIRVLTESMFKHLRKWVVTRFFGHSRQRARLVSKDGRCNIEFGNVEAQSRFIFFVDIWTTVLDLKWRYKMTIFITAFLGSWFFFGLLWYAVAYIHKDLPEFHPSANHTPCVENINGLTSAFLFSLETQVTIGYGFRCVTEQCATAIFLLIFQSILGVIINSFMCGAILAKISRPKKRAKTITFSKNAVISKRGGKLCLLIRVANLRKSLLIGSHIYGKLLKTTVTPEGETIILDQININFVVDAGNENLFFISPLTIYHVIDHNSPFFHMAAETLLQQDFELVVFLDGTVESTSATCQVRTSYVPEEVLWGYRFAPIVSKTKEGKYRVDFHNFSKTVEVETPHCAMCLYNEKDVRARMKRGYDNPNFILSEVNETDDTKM
TNAP act hi DEA – activators of human TNAP at high phosphate acceptor concentration. P05186. activation factor at 20 µM. purified TNAP, CDP-star luminescence, 1 M DEA, 30 min; hits give high values; 0 = EDTA background, 1 = DMSO-only activity. 200,000 tested, under 10 active. AID 1136;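 active = activation factor at least 2 at 20 µM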
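system = human TNAP | amount = enzyme diluted 1/800 final | reagent = 100 µM CDP-star substrate | signal = luminescent substrate turnover signal | dosing = one dose, 20 µM | benchmarks = EDTA negative control, DMSO positive control | measure = activation factor | timing = 30 min reaction, room temperature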
STAT1 blocker – STAT1 signaling inhibition; NIH 3T3 STAT1-luciferase reporter, IFN-gamma, luminescence; inhibition, % at 5.5 µM; hit rate 0.35% among 200,000; AID 920;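 active = inhibition above a set limit, the mean inhibition across all tested compounds plus 3 SD, cut at about 34% in these data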;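 also: 0% = IFN-gamma with DMSO and 100% = IFN-gamma with 300 µM nifuroxazide; values of inactives mirror those of a sister screen read the other way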
SRC2 TRFRET art – TR-FRET artefact, counter-screen to PPARgamma/SRC-2 agonist assay | TR-FRET ratio at 8 µM | hits give high values | AID 1049 | hit rate 0.4% among 200,000; in the data active = TR-FRET ratio above about 2000; also: inactives centre near 1500
bIAP inh – intestinal alkaline phosphatase (bovine) inhibition; inhibition, % at 20 µM; 190,000 tested, under 10 active; purified bovine IAP, CDP-star luminescence, 30 min;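 active = over 50% inhibition of intestinal alkaline phosphatase at 20 µM in the single-dose screen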
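Incubation: 30 min reaction at room temperature / Material: purified bovine intestinal alkaline phosphatase (IAP) enzyme / Input: enzyme at 1/65,000,000 dilution / Dosing: 20 µM single dose / Signal: CDP-star luminescence signal / Reagent: CDP-star chemiluminescent phosphatase substrate, 30 µM final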
An asterisk follows results filed as active; x = no result given.

#1 COc1ccc(/C=N/Nc2nonc2N)cc1OC
#2 CCOC(=O)c1cnc2ccc(OCC)cc2c1NCc1ccccc1OC
#3 COC(=O)c1ccc2c(=O)n(CCN3CCOCC3)c(SCC(=O)NCc3ccccc3)nc2c1
#4 CCOC(=O)C1(Cc2ccc(Cl)cc2)CCN(C(=O)c2cscn2)CC1
#5 O=C(Nc1ccccc1)c1ccc(NC2CCCCC2)c(S(=O)(=O)N2CCOCC2)c1
#6 O=C(Nc1ccc2c(c1)nc1n2CCN(Cc2ccccc2)C1)c1cccs1
#7 Cc1sc2ncnc(Sc3ccccc3C(=O)O)c2c1C
#8 Cc1cccc(C)c1NC(=O)C1CCCN1C(=O)OC(C)(C)C (centres undefined)
#9 CCNC(=O)Cc1ccc(NS(=O)(=O)c2ccc(F)cc2)cc1
#10 Cc1sc(NC(=S)NC(=O)c2ccco2)c(C#N)c1C

Compound,1,2,3,4,5,6,7,8,9,10
PPARg SRC2 recr,8,-11,-3,3,9,9,10,13,12,14
PPARg SRC1 recr,3,-12,3,1,5,6,14,7,2,8
bIAP act,1.2,0.9,1,1,1.2,1.1,0.9,0.8,0.9,0.7
PPARg SRC-3 ag,7,2,3,4,5,-4,12,5,3,-4
STAT3 inh,3,6,7,7,13,4,7,7,14,11
STAT3 act,99,93,104,96,92,96,103,99,95,94
ROMK mod,-0.15,0.19,0.34,-1.3,-0.17,-0.19,1,-0.17,0.51,0.92
TNAP act hi DEA,1,1,1,1.1,1.1,1,1.1,1.1,1,1
STAT1 blocker,-2,-5,1,5,5,-7,-5,-4,5,-17
SRC2 TRFRET art,1464,1455,1583,1545,1699,1577,1762,1720,1740,1562
bIAP inh,-21,10,-4,-5,-19,-9,5,16,6,28

Arranged by molecular weight (largest number first): part of the list above
#3 COC(=O)c1ccc2c(=O)n(CCN3CCOCC3)c(SCC(=O)NCc3ccccc3)nc2c1
#5 O=C(Nc1ccccc1)c1ccc(NC2CCCCC2)c(S(=O)(=O)N2CCOCC2)c1
#4 CCOC(=O)C1(Cc2ccc(Cl)cc2)CCN(C(=O)c2cscn2)CC1
#6 O=C(Nc1ccc2c(c1)nc1n2CCN(Cc2ccccc2)C1)c1cccs1
#2 CCOC(=O)c1cnc2ccc(OCC)cc2c1NCc1ccccc1OC
#9 CCNC(=O)Cc1ccc(NS(=O)(=O)c2ccc(F)cc2)cc1
#7 Cc1sc2ncnc(Sc3ccccc3C(=O)O)c2c1C
#10 Cc1sc(NC(=S)NC(=O)c2ccco2)c(C#N)c1C
#1 COc1ccc(/C=N/Nc2nonc2N)cc1OC

Compound,3,5,4,6,2,9,7,10,1
PPARg SRC2 recr,-3,9,3,9,-11,12,10,14,8
PPARg SRC1 recr,3,5,1,6,-12,2,14,8,3
bIAP act,1,1.2,1,1.1,0.9,0.9,0.9,0.7,1.2
PPARg SRC-3 ag,3,5,4,-4,2,3,12,-4,7
STAT3 inh,7,13,7,4,6,14,7,11,3
STAT3 act,104,92,96,96,93,95,103,94,99
ROMK mod,0.34,-0.17,-1.3,-0.19,0.19,0.51,1,0.92,-0.15
TNAP act hi DEA,1,1.1,1.1,1,1,1,1.1,1,1
STAT1 blocker,1,5,5,-7,-5,5,-5,-17,-2
SRC2 TRFRET art,1583,1699,1545,1577,1455,1740,1762,1562,1464
bIAP inh,-4,-19,-5,-9,10,6,5,28,-21

Going on with the list:
#11 Cc1csc(-c2cnn(-c3ccccc3)c2NC(=O)c2cccc(C(F)(F)F)c2)n1
#12 O=C(Nc1ccncc1)c1ccc2c(c1)S(=O)(=O)c1ccccc1C2=O
#13 CCN(CC)CCCN1C(=O)C(O)=C(C(=O)c2cccs2)C1c1ccccn1 (centres undefined)
#14 C=CCCCCCCCCc1nc(=S)[nH][nH]1
#15 O=C(O)C1C2C=CC(C2)C1C(=O)NCc1ccco1 (centres undefined)
#16 N#CC1=C(N)C(C#N)(C#N)[C@H](c2ccoc2)[C@H]2CN(Cc3ccccc3)CC=C12
#17 CCOC(=O)c1c(C)c(-c2ccccc2)n(CC(=O)N2CCCC2)c1C
#18 Cc1cc(NS(=O)(=O)c2ccc(NC(NC(=O)C(C(F)(F)F)C(F)(F)F)(C(F)(F)F)C(F)(F)F)cc2)no1
#19 Cc1nnc2ccc(-c3ccc(NC(=O)c4cccnc4Cl)cc3)nn12
#20 O=C(Cn1cnc2ccccc2c1=O)c1ccc2c(c1)OCCO2

Compound,11,12,13,14,15,16,17,18,19,20
PPARg SRC2 recr,1,7,-11,4,7,3,-7,8,4,1
PPARg SRC1 recr,-6,2,2,2,2,0,2,-7,0,5
bIAP act,0.9,0.9,x,1,1,1,1,1,0.9,0.8
PPARg SRC-3 ag,2,2,-6,-11,5,6,-4,10,-4,4
STAT3 inh,-11,24,11,13,11,10,7,3,26,2
STAT3 act,108,83,93,93,98,99,101,100,83,101
ROMK mod,-0.11,0.66,x,1.6,0.013,x,x,0.62,-0.078,x
TNAP act hi DEA,0.9,1.1,x,1,1.1,0.9,1.1,1,1,1.1
STAT1 blocker,-4,8,0,-3,-2,3,-3,-4,16,-40
SRC2 TRFRET art,1449,1667,1273,1484,1709,1404,1484,1439,1468,1554
bIAP inh,6,10,x,4,-5,0,1,2,6,16

#21 Cc1ccccc1NC(=S)NC12CN3CN(CN(C3)C1)C2
#22 CCOP(=O)(OCC)/C(=N/OC(=O)c1ccccc1C)C(N)=O
#23 O=C(O)Cn1cccc1C(=O)c1ccccc1
#24 CCCn1c(=O)c2c(c3ccccc31)OC(C)C(=O)N2 (centres undefined)
#25 Cc1cc(C)cc(N(CC(=O)Nc2ccccc2C(=O)N2CCOCC2)S(C)(=O)=O)c1
#26 O=C(CCN1CCCCC1)Nc1ccccc1
#27 N#C/C(=C\c1ccc(N2CCCC2)c([N+](=O)[O-])c1)c1nc2ccccc2[nH]1
#28 CCN(CC(=O)N1CCCCCC1)S(=O)(=O)c1ccc(Cl)cc1
#29 Cc1c(N=Cc2ccccn2)c(=O)n(-c2ccccc2)n1C
#30 C=CCOc1ccc(/C(O)=C2\C(=O)C(=O)N(CCN(C)C)C2c2cccs2)cc1 (centres undefined)

Compound,21,22,23,24,25,26,27,28,29,30
PPARg SRC2 recr,2,-7,-4,1,4,-1,-1,-2,-5,11
PPARg SRC1 recr,5,6,-3,2,-1,1,8,-2,-1,5
bIAP act,0.8,1,0.8,1,1,1.1,0.8,1,0.9,1
PPARg SRC-3 ag,3,4,-9,-2,-1,-3,8,4,-2,-2
STAT3 inh,27,12,-6,5,1,5,11,6,-1,12
STAT3 act,85,93,108,101,98,101,97,94,102,94
ROMK mod,0.69,-0.22,x,-0.15,0.76,-1.4,-0.84,x,0.0033,-0.18
TNAP act hi DEA,1,1,1,0.9,1,1,0.8,0.9,1.1,1
STAT1 blocker,6,5,0,-7,0,-6,9,3,-1,-7
SRC2 TRFRET art,1587,1610,1353,1300,1580,1524,1648,1424,1442,1483
bIAP inh,17,-4,16,4,-2,-13,21,5,15,0

#31 N#CC1=C2SCN(Cc3ccccc3)CN2C(=O)CC1c1ccccc1F (centres undefined)
#32 COc1cccc(C(=O)NC(C)c2ccc(Br)cc2)c1 (centres undefined)
#33 CCOc1ccc(CCNc2nc3c(c(=O)n(C)c(=O)n3C)n2CC)cc1OCC
#34 O=[N+]([O-])c1ccc(-c2nnc(CNC3CCCC3)o2)cc1
#35 COc1cc(C2C(C#N)=C(N)N(Nc3ccccc3)C3=C2C(=O)CC(C)(C)C3)ccc1OCc1ccccc1 (centres undefined)
#36 CS(=O)(=O)N(CC(=O)NCc1ccncc1)c1ccc(F)c(Cl)c1
#37 COc1ccccc1NC(=S)NNC(=O)c1nn(C)cc1Cl
#38 Cc1cc(-c2sccc2C)nc(-n2cccc2)n1
#39 O=C1N=C(N2CCCCC2)S/C1=C/C1=Cc2ccccc2OC1
#40 O=C(C1CCN(C2CC(=O)N(c3cccc(Cl)c3)C2=O)CC1)N1CCCC1 (centres undefined)

Compound,31,32,33,34,35,36,37,38,39,40
PPARg SRC2 recr,11,-4,4,0,6,-2,-2,-2,7,2
PPARg SRC1 recr,4,6,-7,4,13,6,0,2,0,6
bIAP act,0.9,0.9,1,1.1,1,1.1,1.7,1,0.9,1
PPARg SRC-3 ag,0,7,-3,1,12,-7,10,-6,-1,6
STAT3 inh,4,6,22,9,1,-2,8,-16,16,-2
STAT3 act,101,98,84,102,104,105,97,118,92,105
ROMK mod,x,x,x,-0.34,x,0.016,x,x,0.24,x
TNAP act hi DEA,1.1,1,1,0.9,1.1,1,1.1,1,1,1
STAT1 blocker,2,11,0,-8,2,-3,-9,1,-17,0
SRC2 TRFRET art,1669,1451,1340,1821,1509,1533,1814,1582,1705,1612
bIAP inh,6,9,-2,-7,2,-7,-74,2,6,-4

#41 Cc1ccc2c(c1)c1c(n2CC2COC(C)(C)O2)C(=O)CCC1 (centres undefined)
#42 COc1ccc(C(=O)N2CCCCC2)cc1S(=O)(=O)Nc1cccc(C(=O)O)c1
#43 Cc1c(C(=O)O)oc2ccc(S(=O)(=O)NC3CCCCCCC3)cc12
#44 CCCC1CC(CSC(=N)N)OC1=O (centres undefined)
#45 COc1cc(SC)ccc1C(=O)NCCOc1ccc(C)c(C)c1
#46 N=c1c(C(=O)NCc2ccco2)cc2c(=O)n3ccccc3nc2n1Cc1ccccc1
#47 CCOC(=O)C1CCCN(C(=O)c2cc(-c3ccccc3)nc3ccccc23)C1 (centres undefined)
#48 COc1cc(C(=O)NCC(c2ccco2)N(C)C)cc(OC)c1OC (centres undefined)
#49 COCCN1Cc2cccc(C(=O)NCc3ccccc3OC)c2C1=O
#50 Cc1ccnc(N2CCC(C(=O)NC3CCCCCC3)CC2)n1

Compound,41,42,43,44,45,46,47,48,49,50
PPARg SRC2 recr,-3,1,13,9,2,2,-5,12,2,-8
PPARg SRC1 recr,8,3,3,1,-2,8,-4,9,-5,0
bIAP act,1,0.9,1.1,0.8,0.9,0.8,0.9,1.1,0.9,1.2
PPARg SRC-3 ag,-4,10,2,7,-2,-1,-2,1,1,3
STAT3 inh,18,-1,8,1,-4,-5,8,0,2,-10
STAT3 act,89,104,101,100,103,107,104,99,102,110
ROMK mod,x,x,0.51,-0.32,-0.67,-0.63,-0.2,x,0.22,-0.048
TNAP act hi DEA,1.1,1,1,1,1,1,1,1,1.1,1.1
STAT1 blocker,11,3,-5,-5,6,-11,14,2,5,-2
SRC2 TRFRET art,1520,1791,1582,1509,1627,1363,1465,1700,1476,1451
bIAP inh,-2,13,-8,23,13,15,9,-11,11,-16

Looked up by compound from the entries so far:
#47 CCOC(=O)C1CCCN(C(=O)c2cc(-c3ccccc3)nc3ccccc23)C1 (centres undefined)
#49 COCCN1Cc2cccc(C(=O)NCc3ccccc3OC)c2C1=O

Compound,47,49
PPARg SRC2 recr,-5,2
PPARg SRC1 recr,-4,-5
bIAP act,0.9,0.9
PPARg SRC-3 ag,-2,1
STAT3 inh,8,2
STAT3 act,104,102
ROMK mod,-0.2,0.22
TNAP act hi DEA,1,1.1
STAT1 blocker,14,5
SRC2 TRFRET art,1465,1476
bIAP inh,9,11
